DRD3 agonist: qHTS of D3 Dopamine Receptor Agonist: qHTS; D(3) dopamine receptor (Homo sapiens), P35462; D3R DiscoveRx beta-arrestin cells, luminescence, 90 min; max activation, %; hit rate 0.58% among 410,000; AID 652048, 2013; in the data active means max activation above about 30%; further: 0% is about no effect; mostly tested at two doses, the higher about 12 µM
Target sequence (P35462 whole entry, looked up): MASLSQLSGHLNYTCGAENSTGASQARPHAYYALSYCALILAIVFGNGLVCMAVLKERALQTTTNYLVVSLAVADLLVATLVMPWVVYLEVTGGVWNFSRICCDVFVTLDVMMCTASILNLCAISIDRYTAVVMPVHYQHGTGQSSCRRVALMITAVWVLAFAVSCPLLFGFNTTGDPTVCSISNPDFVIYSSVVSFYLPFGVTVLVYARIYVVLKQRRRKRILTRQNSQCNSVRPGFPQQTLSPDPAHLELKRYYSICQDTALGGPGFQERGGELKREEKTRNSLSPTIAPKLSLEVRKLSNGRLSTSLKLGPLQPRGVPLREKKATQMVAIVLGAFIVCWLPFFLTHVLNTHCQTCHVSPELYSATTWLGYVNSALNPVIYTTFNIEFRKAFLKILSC
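Cells at 1500/well, incubated overnight, then treated with pinned compounds (dopamine as control) for 90 min at 37 degrees C. DiscoveRx reagent added for 30 - 60 minutes at room temperature; luminescence read.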
GLP-1R agonist: qHTS of GLP-1 Receptor Agonists | Glucagon-like peptide 1 receptor (Homo sapiens), P43220 | HEK293 GLP-1R CRE-luciferase, luminescence, 4-6 h; cells express a hypersensitive GLP-1R form | Potency, µM (titrated, usually from 45.6 µM), for the others: at the highest dose activation, most hits filed as activators | hit rate 0.007% among 380,000 | AID 624172, 2012; further: potency means the concentration at half of the fitted maximal effect; % of control where 0% means no effect
Target sequence (P43220 whole entry, looked up): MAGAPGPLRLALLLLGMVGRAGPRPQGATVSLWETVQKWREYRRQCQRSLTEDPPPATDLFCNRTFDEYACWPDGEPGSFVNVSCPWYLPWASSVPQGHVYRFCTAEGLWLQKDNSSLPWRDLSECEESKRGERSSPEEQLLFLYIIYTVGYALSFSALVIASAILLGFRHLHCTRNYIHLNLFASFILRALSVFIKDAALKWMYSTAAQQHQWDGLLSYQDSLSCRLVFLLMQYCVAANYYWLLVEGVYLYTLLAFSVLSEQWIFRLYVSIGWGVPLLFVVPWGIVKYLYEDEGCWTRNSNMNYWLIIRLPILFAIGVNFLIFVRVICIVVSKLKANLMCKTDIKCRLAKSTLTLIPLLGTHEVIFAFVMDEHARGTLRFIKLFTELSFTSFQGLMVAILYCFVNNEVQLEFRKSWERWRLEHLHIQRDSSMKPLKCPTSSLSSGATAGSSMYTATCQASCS
GLP-1R inv ag: qHTS of GLP-1 Receptor Inverse Agonists (Inhibition Mode) | Glucagon-like peptide 1 receptor (Homo sapiens), P43220 | HEK293 GLP-1R CRE-luciferase, luminescence, 24 h; GLP-1R form is constitutively active | Potency, µM (top dose mostly 38.3 µM), inactives show at the top dose activity change, negative = inhibition, usual class: inhibitors | hit rate 1.6% among 410,000 | AID 624417, 2012; further: potency means the concentration at half of the fitted maximal effect; on the % scale 0 is the no-effect control and ±100 the full control effect; nearly all actives have a fitted effect of over 55% in size
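Inverse agonists were sought by their lowering of basal cAMP reporter luciferase output in HEK293 cells stably carrying constitutively active human GLP-1R, after 24 h compound treatment.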
KB-V1 MDR tox: qHTS assay for MDR1-selective chemotherapeutics: Primary screen using the drug-selected MDR subline cells KB-V1. KB-V1 MDR cells viability, CellTiter-Glo, 72 h. Potency, µM (titrated, usually from 46.1 µM), inactives show at the top dose activity change, negative = cytotoxicity, most hits filed as cytotoxic. hit rate 3.4% among 400,000. AID 1347076, 2019; further: potency means the concentration at half of the fitted maximal effect; on the % scale 0 is the no-effect control and ±100 the full control effect; nearly all actives have a fitted effect of over 60% in size
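KB-V1, DMEM (no phenol red) + 10% FBS; cpd pin-transferred, titration series; 72 h, 37 degrees C; CellTiter-Glo, luminescence. Data normalized, curve-fit.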
DRD3 antagonist: qHTS of D3 Dopamine Receptor Antagonist: qHTS | hit rate 2.5% among 360,000 | max response, negative = inhibition, % | D(3) dopamine receptor (Homo sapiens), P35462 | D3R cells, DiscoveRx beta-arrestin luminescence, antagonist mode; active compounds read low; in the data active means max response below about -50%; inconclusive means no clear call, values can overlap the other calls; further: on the % scale 0 is the no-effect control and ±100 the full control effect; mostly tested at two doses, the higher about 12 µM
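Cells expressing the human receptor were seeded at 1500 cells/well, incubated overnight at 37 degrees C in 5% CO2, then exposed to library compounds with dopamine controls for 90 minutes at 37 degrees C before luminescent detection.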
aSyn rescue: qHTS of alpha-syn Inhibitors | Yeast expressing alpha-synuclein, growth rescue, BacTiter-Glo, 24 h | Potency, µM (highest dose often 46.1 µM), for the others: at the highest dose growth rescue (activation), hits mostly activators | hit rate 0.14% among 370,000 | AID 652106, 2013; further: potency means the concentration at half of the fitted maximal effect; % of control where 0% means no effect; nearly all actives have a fitted effect of over 65% in size
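Screening used galactose-induced yeast with toxic alpha-synuclein levels, exposed to compound for 24 hr at 30 deg C. Cell growth, read with BacTiter-Glo luminescence, gave the measured signal.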
PTHR1 agonist: qHTS for PTHR1 Agonists: Primary Screen; Parathyroid hormone/parathyroid hormone-related peptide receptor (Homo sapiens), Q03431; HEK293 GP2 PTHR1 cells, GloSensor cAMP luminescence, 1 h; Potency, µM (series often up to 115 µM), for the others: at the highest dose activation, usual class: activators; hit rate 0.075% among 410,000; AID 743266, 2014; further: potency means the concentration at half of the fitted maximal effect; nearly all actives have a fitted effect of over 55% in size; some results filed as inactive show a strong effect at the top dose; inactives centre near -15; many of its hits are not listed in these tables
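HEK-293-derived GP2 cells expressing PTHR1 and a GloSensor cAMP reporter, 3,000/well, plated overnight, given luciferin plus IBMX (each 0.5 mM as added) for 1 h at 37 °C, then compound for 1 h at 37 °C. Luminescence was read after 15 min at room temperature.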
GLP1R cytotox: qHTS of GLP-1 Receptor Inverse Agonists: Cytotox Screen; hit rate 0.13% among 410,000; HEK293 cAMP-luciferase reporter cells, luminescence, 24 h; Potency, µM (titrated, usually from 38.3 µM), for the others: at the highest dose activity change, negative = inhibition, hits mostly inhibitors; AID 624418, 2012;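 further: loss of luciferase light is scored as toxicity; potency means the concentration at half of the fitted maximal effect; on the % scale 0 is the no-effect control and ±100 the full control effect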
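Cells in DMEM/10% Nu serum/1% pen-strep, 1536-well format. Pre-incubated 12 h, dosed with 23 nL compound, incubated a further 24 h. Luciferase detection, 12 min at room temp, luminescence.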
TDP43 rescue: qHTS of TDP-43 Inhibitors | TDP-43 expressing yeast growth rescue, BacTiter-Glo, 24 h | Potency, µM (series often up to 46.1 µM), for inactives: at the highest dose growth rescue (activation), hits mostly activators | AID 652104, 2013 | hit rate 1.8% among 410,000; further: potency means the concentration at half of the fitted maximal effect; % of control where 0% means no effect; nearly all actives have a fitted effect of over 50% in size
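Cell-based yeast growth screen: TDP-43 expression induced in galactose, inoculum OD600=0.02 after raffinose pregrowth to mid-log. Read-out BacTiter-Glo luminescence at 24 hr, 30 deg C; inhibition of toxicity seen as signal increase.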
An asterisk follows results filed as active; i = inactive; ? = inconclusive; nt = no result given; & = joins results of further samples; [ ] = dose if it differs, or a comment. Unless noted, the call rests on the fitted dose curve; in most records, active means well fitted curve in the direction sought with a large enough effect; inconclusive means small, poorly fitted or top-dose-only effect, or another doubt; inactive means no such curve, though single readings can be large; an effect the other way counts as inactive or inconclusive. A portion of the library, so the mix of outcomes need not match the whole.

Results follow in this order: KB-V1 MDR tox, GLP-1R agonist, GLP-1R inv ag, TDP43 rescue, GLP1R cytotox, DRD3 antagonist, aSyn rescue, PTHR1 agonist, DRD3 agonist
> CCc1noc(C)c1C(=O)N1CCN(S(=O)(=O)c2ccc(Br)cc2Cl)CC1
 : 0%, 3%, -15%, -23%, 7%, -24, -6%, -28%, -6
> Cc1ccc(-c2noc(-c3cccs3)n2)cc1
 : -14%, -2%, 4%, 8%, -18%, -4, -29%, -30%[57.5 µM], -2
> CCOC(=O)C1=C(C)NC(=O)NC1c1ccc(OCC(=O)Nc2ccccc2)c(OC)c1 (stereo not given)
 : 13%, 6%, -6%, 8%, -5%, -17, -4%, -21%, 1
> Cc1ccc(-n2cc(CNCC3CC(=O)N(C4CC4)C3)c(-c3cccc(C)c3)n2)cc1 (stereo not given)
 : ?, 17%, ?, 9%, -63%, 5, 7%, i, -16
> CCCCCc1c(-c2ccc(F)cc2F)ncn1CCc1ccccc1OC
 : 13µM*, -5%, ?, ?, -1%, 0, 1%, -22%, 7
> O=C(c1ccc2ccccc2c1)C1CCCN(C(=O)c2noc3c2CCCC3)C1 (stereo not given)
 : ?, 14%, ?, 23%, -5%, 8, 4%, -18%, -2
> Cc1nnc(Sc2nc3c(c(=O)[nH]c(=O)n3C)n2Cc2ccccc2)s1
 : 26%, -3%, 75%[activator], 11%, -11%, -3, 7%, i, -2
> Cc1cc(NCCCn2ccnc2)n2c(nc3ccccc32)c1C#N
 : 12%, ?, 11%, -3%, 34%[activator], 3, -4%, -6%, -2
> O=C(NCCc1c[nH]c2ccccc12)c1cccc(Br)c1
 : -3%, 12%, ?, ?, -1%, 10, 8%, -8%, 2
> COc1ccc(CNC(=O)C2CC(c3ccc(C(F)(F)F)cc3)=NO2)cc1 (stereo not given)
 : ?, -1%, ?, 22%, -24%, 0, 0%, -28%, 16
> O=C(c1ccc(F)cc1Cl)N(Cc1ccco1)C1CCS(=O)(=O)C1 (stereo not given)
 : -12%, 0%, 21%, 15%, -12%, -9, 10%, -1%, 8
> O=C(O)C1CC=CCC1C(=O)NCc1ccc2c(c1)OCO2 (stereo not given)
 : -1%, 1%, -5%, 13%, 2%, -14, -9%, -22%[57.5 µM], 1
> Cc1ccc(Cl)cc1N1C(=O)CC(Sc2ncccn2)C1=O (stereo not given)
 : -7%, 5%, -4%, 2%, 5%, -10, 0%, -4%, -6
> COc1cccc(NC(=O)c2ccccc2C(F)(F)F)c1
 : -3%, 4%, 17%, ?, -5%, -7, -7%, i, 0
> O=C(OCCc1ccccc1)c1cc(O)c(O)c(O)c1
 : 0%, 10%, 5%, 0%, -22%, -6, 1%, -20%, 9
> CCc1ccc(C2Sc3ccccc3NC3=C2C(=O)c2ccccc23)cc1 (stereo not given)
 : ?, nt, ?, -13%, ?, nt, nt, i, -6
> Cc1cccc(N2CCN(C(=O)CCN3C(=O)C4C5C=CC(C5)C4C3=O)CC2C)c1 (stereo not given)
 : ?, -7%, -6%, -1%, 6%, -8, 1%, -4%, 4
> O=C(NCCc1ccc(Cl)cc1)c1ccc2ccccc2n1
 : 0%, 21%, ?, -18%, 21%, -19, 12%, -78%[inhibitor], -8
> CC(=O)Oc1cccc(N2C(=O)c3ccc(C(=O)Nc4cccnc4)cc3C2=O)c1
 : 21%, 12%, 4%, 0%, -18%, 48, 2%, -11%, 1
> CCc1ccc(NC(=O)CN2C(=O)CC(c3ccccc3)Sc3ccccc32)cc1 (stereo not given)
 : -31%, 7%, 3%, -3%, 4%, nt, -3%, -4%, 3
> COc1ccc(-c2nnc3ccc(SCC(=O)Nc4nc5ccccc5s4)nn23)cc1OC
 : 3%, 1%, 3%, 10%, -22%, 16, -1%, -9%, 6
> OCC1CCCN(C(=S)Nc2ccc(OC(F)F)cc2)C1 (stereo not given)
 : -7%, -2%, 3%, 3%, 4%[1.53 µM], -5, -6%, -23%, -2
> CCOc1ccccc1NC(=O)c1ccc(C(=O)Nc2ccccc2OCC)nc1
 : 3%, -5%, 9%, ?, -14%, 29, 6%, i, 0
> O=C(O)c1cccc(S(=O)(=O)Nc2cc(Cl)ccc2Cl)c1
 : 0%, -2%, -3%, 9%, -7%, 8, 9%, -20%, 4
> Cc1occc1C(=O)N/N=C/c1ccccc1[N+](=O)[O-]
 : ?, 10%, 14%, -30%[1.82 µM], -6%, -30, -6%, -47%[inhibitor], -25
> CCN(CC)CCOC(=O)c1ccc(N/C=C(/C#N)c2nc(-c3ccc(OC)c(OC)c3)cs2)cc1
 : 16%, 26%, 20%, -87%[inhibitor], -14%, 10, -36%[inhibitor], i, 6
> CCN(CC)C(=O)c1nc[nH]c1C(=O)N1CCc2ccccc2C1
 : 0%, -5%, 16%, 25%, -2%, 5, 0%, i, 7
> CCOC(=O)c1nnc(-c2cccs2)nc1NC(C)C
 : 0%, 15%, 0%, 13µM*, 2%, -13, 5%, i, 3
> CCOC(=O)COc1ccc(S(=O)(=O)NC2CC2)cc1
 : ?, -10%, -8%, 10%, 7%, 5, 6%, ?, -4
> CCN(CC(=O)Nc1ccc(NC(C)=O)cc1)C(=O)CCCOc1cccc(C)c1
 : 19%, 5%, -14%, -22%, 1%, 7, -3%, -80%[inhibitor], -4
> S=C(c1ccccc1)N1CCCC1
 : 20%, -10%, 15%, 6%, 8%, 19, -9%, i, 7
> Fc1ccc(C(c2nnnn2Cc2cccs2)N2CCN(C3CCCCC3)CC2)cc1 (stereo not given)
 : 0%, 1%, ?, -5%, ?, -28, 4%, -4%[57.5 µM], -14
> Cc1c(C(N)=O)sc2nc(-c3ccccc3)cn12
 : ?, 6%, 29%, 0%, -19%, -5, 1%, i, 3
> COc1cc(C(=S)N2CCOCC2)ccc1O
 : 3%, -7%&0%, -8%, -6%, -3%, 4, 5%, i, -4&-15
> CCc1c(C#N)c(SCCC(=O)Nc2ccc(F)cc2)nc2c1C(=O)CC(C)(C)C2
 : ?, -21%, ?, 0%, -30%, 5, 17%, -28%[57.5 µM], 1
> Cc1ccc2nc(SCC(=O)NC(=O)NCc3ccco3)[nH]c2c1
 : -8%, 0%, -16%, 5%, 35%[activator], -5, -2%, -8%[57.5 µM], -2
> O=C(Nc1cc(Sc2ccccn2)cc([N+](=O)[O-])c1)c1ccc(Cl)cc1
 : ?, -23%, ?, 15%, -14%, 3, -4%, -20%, 4
> COC(=O)c1ccc(S(=O)(=O)N2CCOCC2)o1
 : 4%, 0%, 9%, 5%, -4%, -3, 1%, i, 2
> CN(C)c1cccc(C(=O)N2CCCC(C(=O)c3cc(F)ccc3F)C2)c1 (stereo not given)
 : ?, 18%, -6%, 24%, 2%, -8, 14%, -7%, -2
> COCCCNC(=O)CCC(=O)Nc1ccc2nc(N3CCOCC3)cc(C)c2c1
 : 1%, 1%, 49%[activator], 17%, 5%, ?, 0%, i, 4
> CC(=O)Nc1ccc(N=Cc2ccc[nH]2)cc1
 : 0%, 0%, 2%, 17%, -6%, -25, -3%, -36%[inhibitor], 3
> CCOC(=O)COc1ccc2c(c1)C(=O)CC1(CCN(C(C)=O)CC1)O2
 : 21%, -5%, 4%, -5%, 37%[activator], 16, 1%, -17%[57.5 µM], 3
> CC(NC(=S)NC1CCCCC1)C(c1cccs1)N1CCOCC1 (stereo not given)
 : -1%, 12%, 0%, -4%, -7%, -1, -1%, i, -13
> Cc1ccsc1-c1cc2nc(NCCOc3ccccc3Cl)n(C)c(=O)c2s1
 : ?, -5%, 21%, 0%, 5%, -13, 3%, i, 2
> CC(C)C[C@@H]1COc2cccc(N3CCN(Cc4ccccc4F)CC3)c2S(=O)(=O)N1
 : 0%, -2%, ?, 0%, 2%, -9, -6%, -82%[inhibitor], -10
> CCOC(=O)CNc1ncnc2nc[nH]c12
 : 13%, -4%, 26%, 18%, 2%, -7, 0%, 1%, 4
> O=C(NCc1cccc(Cl)c1)N1CCN(S(=O)(=O)c2ccccc2F)CC1
 : 1%, 10%, ?, 27%, 1%, -4, 1%, -15%, 18
> O=C(Cn1c(=O)n(Cc2cccs2)c(=O)c2cccnc21)Nc1ccccc1F
 : 4%, nt, 8%, 13%, -8%, nt, nt, -18%, -3
> O=C(Nc1ccccn1)C(NS(=O)(=O)c1cccc2nsnc12)c1ccccc1 (stereo not given)
 : 8%, -10%, 0%, 7%, -5%, ?, -2%, i, -2
> O=C(CN1CCOCC1)Nc1nc2ccc(F)cc2s1
 : 13%, 0%, -7%, -12%, 4%, -7, 3%, i, 2
> Cc1occc1C(=O)OCC(=O)Nc1ccc(F)cc1
 : 15%, 9%, -5%, 1%, 17%, -11, 3%, -12%[57.5 µM], 5
> CCOC(=O)C1C(=O)NC(c2ccccc2)=NC1c1ccc(C(C)C)cc1 (stereo not given)
 : -18%, 3%, -16%, -9%, -2%, 2, -7%, -14%, 2
> COc1ccc2cc(CCl)c(Cl)nc2c1
 : -17%, -1%, 9%, 5%, 7%, -4, -2%, -9%, -3
> Cn1cccc1C(=O)NC(=O)COC(=O)c1cc(Cl)ccc1[N+](=O)[O-]
 : 0%, 0%, 16%, 10%, -11%, 0, -2%, i, 0
> Fc1ccc(CN2CCSCC2)cc1Br
 : 20%, 2%, -26%, -7%, 3%, -61*, 0%, -7%, -35
> CC/C(=N\NC(=O)C(N)=O)c1ccccc1O
 : ?, -7%, 7%, 25%, 12%, -2, 4%, i, 7

Screening data deposited in PubChem by National Center for Advancing Translational Sciences (NCATS).
